GLP-1R inv ag – inverse agonists of human GLP-1 receptor; P43220; HEK293 GLP-1R CRE-luciferase, luminescence, 24 h; GLP-1R form is constitutively active; Potency, µM (titrated, usually from 38.3 µM), for inactives: at the highest dose activity change, negative = inhibition, most hits filed as inhibitors; actives 1.6% (n = 410,000); further: potency means the concentration at half of the fitted maximal effect; on the % scale 0 is the no-effect control and ±100 the full control effect; nearly all actives have a fitted effect of over 55% in size
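Readout was luciferase luminescence, measured 12 min after detection reagent at room temperature. Beforehand, GLP-1R reporter HEK293 cells had sat 12 h, then received compounds for 24 hr at 37 deg C.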
HEK293 tox – cytotoxicity counter-screen for GLP-1 receptor inverse agonists; actives 0.13% (n = 410,000); Potency, µM (highest dose often 38.3 µM), for the others: at the top dose activity change, negative = inhibition, hits mostly inhibitors; HEK293 cAMP-luciferase reporter cells, luminescence, 24 h; AID 624418;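 further: loss of luciferase light is scored as toxicity; potency means the concentration at half of the fitted maximal effect; on the % scale 0 is the no-effect control and ±100 the full control effect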
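Seeding density was 200 cells/uL; after overnight-length (12 h) culture, 23 nL compounds went on for 24 h at 37 °C. Readout used a luciferase detection reagent, luminescence taken after 12 min at room temperature.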
PLK1 PBD block – PLK1 (human) polo-box domain binding inhibition. actives 2.8% (n = 360,000). P53350. Plk1 PBD binding of FITC phosphopeptide, fluorescence polarization. AID 720504. Potency, µM, without a hit: max response, negative = inhibition, most hits filed as inhibitors; further: potency means the concentration at half of the fitted maximal effect; series mostly up to about 57 µM; on the % scale 0 is the no-effect control and ±100 the full control effect; nearly all actives have a fitted effect of over 65% in size
Target sequence (P53350 whole entry, looked up, the tested form may be a part): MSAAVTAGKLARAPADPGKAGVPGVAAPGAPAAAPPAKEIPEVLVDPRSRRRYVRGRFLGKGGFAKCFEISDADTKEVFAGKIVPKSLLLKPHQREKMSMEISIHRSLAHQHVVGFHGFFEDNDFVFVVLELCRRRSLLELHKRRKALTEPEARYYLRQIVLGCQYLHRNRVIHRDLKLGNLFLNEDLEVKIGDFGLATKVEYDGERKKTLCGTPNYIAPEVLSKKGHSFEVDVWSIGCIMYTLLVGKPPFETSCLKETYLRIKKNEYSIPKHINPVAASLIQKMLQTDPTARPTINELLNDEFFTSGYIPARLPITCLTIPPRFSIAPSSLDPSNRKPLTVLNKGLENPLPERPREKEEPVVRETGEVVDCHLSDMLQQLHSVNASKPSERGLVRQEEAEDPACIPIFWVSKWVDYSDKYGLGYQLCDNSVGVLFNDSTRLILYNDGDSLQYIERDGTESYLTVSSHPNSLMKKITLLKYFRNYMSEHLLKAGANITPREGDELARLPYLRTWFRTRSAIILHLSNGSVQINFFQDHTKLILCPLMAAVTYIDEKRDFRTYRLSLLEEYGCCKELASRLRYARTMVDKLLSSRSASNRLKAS
IL-2 act – activators of IL-2; IL-2 activation reporter assay, cell-based qHTS; stimulated with anti-CD3/CD4/CD28 beads; in transgenic mouse T cells; activation, % (series mostly up to about 46 µM); actives 0.065% (n = 360,000); AID 652025; in the data active means activation above about 50%; inconclusive means mostly about 30% to 49%; further: 0% is about no effect
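Unstimulated transgenic mouse T cells, 750 per well, received compound and, after 60 minutes, anti-CD3/anti-CD4 bead plus anti-CD28 stimulation. EGFP and DsRed were quantified after 18 hours.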
EPAC1 agonist – agonists of human EPAC1. O95398. EPAC1 agonist qHTS, biochemical assay; response scale: 100% = response to 6.5 mM cAMP. actives 0.073% (n = 360,000). AID 720707. Potency, µM (titrated, usually from 154 µM), for inactives: at the highest dose activation, most hits filed as activators; further: potency means the concentration at half of the fitted maximal effect; nearly all actives have a fitted effect of over 60% in size
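Fluorescent GDP-exchange assay: 100 nM EPAC1 with 250 nM Rap1B preloaded with BODIPY-GDP and 50 uM GDP; compounds tested as concentration series, 5 min at room temperature, then read every 5 min for 30 min (ex 480/em 540 nm); normalized to 6.5 mM cAMP.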
PTHR1 agonist – agonists of human PTHR1 parathyroid hormone receptor | Q03431 | HEK293 GP2 PTHR1 cells, GloSensor cAMP luminescence, 1 h | Potency, µM (highest dose often 115 µM), for inactives: at the highest dose activation, hits mostly activators | actives 0.075% (n = 410,000) | AID 743266; further: potency means the concentration at half of the fitted maximal effect; nearly all actives have a fitted effect of over 55% in size; some results filed as inactive show a strong effect at the top dose; inactives centre near -15; many of its hits are not listed in these tables
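HEK-293-derived GP2 cells expressing PTHR1 and a GloSensor cAMP reporter, 3,000/well, plated overnight, given luciferin plus IBMX (each 0.5 mM as added) for 1 h at 37 °C, then compound for 1 h at 37 °C. Luminescence was read after 15 min at room temperature.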
GLP-1R agonist – activates the human GLP-1 receptor. AID 624172. actives 0.007% (n = 380,000). HEK293 GLP-1R CRE-luciferase, luminescence, 4-6 h; cells express a hypersensitive GLP-1R form. Potency, µM (highest dose often 45.6 µM), without a hit: at the top dose activation, actives largely listed as activators. P43220; further: potency means the concentration at half of the fitted maximal effect; % of control where 0% means no effect
PI5P4Ka inh – inhibitors of human PI5P4K alpha. PI5P4Kalpha enzyme, ADP-Glo luminescence, 60 min; hits give low values. max response, %. actives 1.2% (n = 330,000); active means max response of -50% or lower; inconclusive means between -30% and -50%; inactive means -30% or higher; further: value at the top dose of about 77 µM; on the % scale 0 is the no-effect control and ±100 the full control effect
Target sequence (P48426 whole entry, looked up): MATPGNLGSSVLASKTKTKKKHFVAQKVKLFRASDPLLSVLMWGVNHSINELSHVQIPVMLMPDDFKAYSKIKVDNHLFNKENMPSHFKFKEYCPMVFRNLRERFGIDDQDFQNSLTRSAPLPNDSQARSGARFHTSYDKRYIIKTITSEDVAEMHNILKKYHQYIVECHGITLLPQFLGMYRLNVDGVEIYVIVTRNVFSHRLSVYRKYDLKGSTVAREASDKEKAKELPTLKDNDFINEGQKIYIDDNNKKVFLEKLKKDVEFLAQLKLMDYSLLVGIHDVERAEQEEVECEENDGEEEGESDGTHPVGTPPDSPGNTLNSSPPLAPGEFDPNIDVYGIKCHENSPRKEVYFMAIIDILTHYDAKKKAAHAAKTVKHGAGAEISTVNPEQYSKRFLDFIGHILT
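Enzyme plus substrate dispensed, test compounds pinned in, then ATP (5 microM final) added. After 60 min at RT, ADP-Glo reagent 1 for 45 min and reagent 2 for 30 min preceded luminescence imaging.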
EPAC1 antag – EPAC1 (human) antagonism. EPAC1 GEF assay, Rap1b-BODIPY-GDP exchange fluorescence. Potency, µM (top dose mostly 115 µM), inactives show top-dose activity change, negative = inhibition, actives largely listed as inhibitors. actives 0.14% (n = 360,000);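 further: potency means the concentration at half of the fitted maximal effect; plate controls were vehicle for no effect and positive control for full effect; nearly all actives have a fitted effect of over 50% in size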
An asterisk follows results filed as active; i = inactive; ? = inconclusive; nt = not tested or not shown; & = joins results of further samples; [ ] = dose if it differs, or a comment. Unless noted, the call rests on the fitted dose curve; in most records, active means well fitted curve in the direction sought with a large enough effect; inconclusive means small, poorly fitted or top-dose-only effect, or another doubt; inactive means no such curve, though single readings can be large; an effect the other way counts as inactive or inconclusive. A portion of the library; rates above refer to the full screens.

1: NS(=O)(=O)c1ccc2nc(NC(=O)Nc3ccccc3F)sc2c1
2: CCOc1cc2c(cc1O)C(=NO)CC1C2CCC2(C)C(O)CCC12 (stereo not drawn)
3: CCOC(=O)c1nc(C)n(-c2cc(Cl)ccc2Cl)n1
4: CC1CCCN(c2nc3c(c(=O)n(C)c(=O)n3C)n2Cc2ccccc2)C1 (stereo not drawn)
5: COC(=O)C1=C(NC(=O)CCCCl)CCS1
6: CCc1ccccc1NC1=NCC(=O)N1Cc1ccc(OC)cc1
7: Cc1cc(NS(=O)(=O)c2ccc(NC(=O)Cc3ccc([N+](=O)[O-])cc3)cc2)no1
8: CC(C)C1N=C2c3ccccc3N=C(SCC#N)N2C1=O (stereo not drawn)

Assay by compound,1,2,3,4,5,6,7,8
PLK1 PBD block,-7%,-5%,-6%,-3%,-16%,-13%,-4%,1%
IL-2 act,-5.2,-0.2,-1.5,3.1,-0.7,-2.7,-2.1,-2.1
GLP-1R inv ag,21%,-42%,11%,?,-1%,-9%,8%,8%
EPAC1 antag,-9%,-3%,7%,-5%,0%,3%,-14%,7%
GLP-1R agonist,4%,0%,1%,26%,-2%,0%,-1%,-8%
PTHR1 agonist,-66%[inhibitor],i,i,-5%,i,-15%,-9%,i
EPAC1 agonist,-9%,1%,-6%,6%,-2%,8%,0%,-1%
HEK293 tox,14%,-39%,-15%,-25%,-7%,9%,1%,1%
PI5P4Ka inh,?,-8,0,nt,-15,1,5,0

Two records drawn at random from the list so far, as already listed:
7: Cc1cc(NS(=O)(=O)c2ccc(NC(=O)Cc3ccc([N+](=O)[O-])cc3)cc2)no1
3: CCOC(=O)c1nc(C)n(-c2cc(Cl)ccc2Cl)n1

Assay by compound,7,3
PLK1 PBD block,-4%,-6%
IL-2 act,-2.1,-1.5
GLP-1R inv ag,8%,11%
EPAC1 antag,-14%,7%
GLP-1R agonist,-1%,1%
PTHR1 agonist,-9%,i
EPAC1 agonist,0%,-6%
HEK293 tox,1%,-15%
PI5P4Ka inh,5,0

(listing goes on)
9: CCOc1ccc(-c2cn[nH]c2N)cc1
10: CC(=O)C(C)Oc1cc(C)cc2oc(=O)c(C)c(C)c12 (stereo not drawn)
11: O=C(Cn1nc(Cc2cccnc2)c2ccccc2c1=O)Nc1ccccc1F
12: COc1cc(C)c(S(=O)(=O)N2CCN(C)CC2)cc1C
13: COc1ccc(CNC(=O)C2CCC(CNS(=O)(=O)c3cccs3)CC2)cc1 (stereo not drawn)
14: O=C(Nc1ccc(F)cc1F)c1cc2nc3c(c(C(F)(F)F)n2n1)CCCC3
15: COc1ccc(OC)c(C2NC(=O)NC(C)=C2C(=O)Nc2ccc(C)cc2)c1 (stereo not drawn)
16: Cc1cc(-c2ccc(C)c(S(=O)(=O)NCCCN3CCCCCC3)c2)on1

Assay by compound,9,10,11,12,13,14,15,16
PLK1 PBD block,-1%,?,6%,-2%,2%,-5%,-1%,-13%
IL-2 act,1.9,-2.8,-4.0,-1.7,-0.4,-2.9,-0.8,-2.9
GLP-1R inv ag,-15%,5%,39%[activator],8%,-11%&-26%,22%,-4%,-27%
EPAC1 antag,1%,4%,-15%,-8%,-29%,4%,5%,-5%
GLP-1R agonist,0%,0%,3%,2%,15%,-2%,-2%,-3%
PTHR1 agonist,i,-1%[57.5 µM],-10%,i,-22%,-10%,i,-69%[inhibitor]
EPAC1 agonist,10%,-1%,-5%,1%,-4%,-6%,-2%,2%
HEK293 tox,-31%,-8%,4%,32%[activator],4%&-18%,29%,4%,-15%
PI5P4Ka inh,nt,-4,0,0,0,-5,nt,-4

17: Cc1cc(C(=O)Nc2ccc(C)c(S(=O)(=O)N3CCOCC3)c2)c2ccccc2n1
18: Cc1cscc1-c1ccc(C(=O)Nc2c(C)cccc2C)o1
19: Cn1c(=O)c2c(ncn2CC(=O)Nc2nc(-c3ccc(F)c(F)c3)cs2)n(C)c1=O
20: COc1ccc(C2=Nc3ccccc3N(C(=O)c3ccc4c(c3)OCO4)C2C(=O)Nc2c(C)cccc2C)cc1 (stereo not drawn)
21: Cc1ccc(/C=N/NC(=O)COc2ccc(Cl)c(C)c2)o1
22: O=C(NN1C(=O)/C(=C\c2ccc(O)c([N+](=O)[O-])c2)SC1=S)c1ccccc1Cl
23: CCC(C)(C)NC(=O)C(c1ccc(OC)cc1)N(CCOC)C(=O)CCC(=O)Nc1nccs1 (stereo not drawn)
24: COc1ccc(CN(C(=O)/C=C/C(=O)c2ccc(OC)cc2O)C(C(=O)NC2CCCCC2)c2ccncc2)cc1 (stereo not drawn)

Assay by compound,17,18,19,20,21,22,23,24
PLK1 PBD block,-1%,-27%,1%,-6%,-3%,-16%,-6%,-1%
IL-2 act,-1.0,-0.7,0.2,-0.8,-3.4,0.5,0.7,-4.3
GLP-1R inv ag,19%,?,14%,-16%,-28%,-8%,4%,?
EPAC1 antag,-15%,4%,-13%,-3%,-16%,-9%,-9%,-10%
GLP-1R agonist,16%,1%,-7%,nt,11%,-1%,3%,2%
PTHR1 agonist,-26%,-37%[inhibitor],0%,-9%,i,-51%[inhibitor],28%,-2%
EPAC1 agonist,-18%,3%,-11%,20%,8%,-10%,17%,-7%
HEK293 tox,0%,-11%,1%,9%,2%,-4%,0%,-6%
PI5P4Ka inh,0,?,1,1,2,-78*,-1,-6

In a second layout: entries from further up
cpd	structure	PLK1 PBD block	IL-2 act	GLP-1R inv ag	EPAC1 antag	GLP-1R agonist	PTHR1 agonist	EPAC1 agonist	HEK293 tox	PI5P4Ka inh
7	Cc1cc(NS(=O)(=O)c2ccc(NC(=O)Cc3ccc([N+](=O)[O-])cc3)cc2)no1	-4%	-2.1	8%	-14%	-1%	-9%	0%	1%	5
8	CC(C)C1N=C2c3ccccc3N=C(SCC#N)N2C1=O (stereo not drawn)	1%	-2.1	8%	7%	-8%	i	-1%	1%	0

Further entries:
25: O=[N+]([O-])c1cc(S(=O)(=O)N2CCOCC2)ccc1N1CCNCC1
26: O=C(N/N=C/c1ccc(O)c2ncccc12)c1cccc(Br)c1
27: COC(=O)c1cccc(-n2sc3ccccc3c2=O)c1
28: CSc1nsc(/C=C/Nc2ccc(F)cc2)c1C#N
29: CC(C)c1ccc(NC(=O)c2cc(S(=O)(=O)N3CCCC3)c[nH]2)cc1
30: CC(C(=O)Nc1sc2c(c1C(=O)NCc1ccco1)CCCC2)N1C(=O)c2ccccc2C1=O (stereo not drawn)
31: CN(C)C(CNC(C(=O)Nc1ccc([N+](=O)[O-])cc1Br)c1ccccc1)c1ccccc1 (stereo not drawn)
32: CC(C)C(=O)Nc1cccc(C(=O)Nc2ccc3c(c2)OCO3)c1

Assay by compound,25,26,27,28,29,30,31,32
PLK1 PBD block,-8%,11%,2.7µM*,8%,7%,-9%,4%,-12%
IL-2 act,-0.8,-0.8,-0.6,2.6,-4.2,0.4,-2.1,-3.0
GLP-1R inv ag,26%,?,?,10%,?,3%,?,?
EPAC1 antag,1%,20%,-23%,2%,-12%,-25%,-18%,-6%
GLP-1R agonist,-1%,17%,2%,1%,6%,2%,9%,3%
PTHR1 agonist,i,i,-35%[inhibitor],i,-92%[inhibitor],6%[57.5 µM],i,-9%[57.5 µM]
EPAC1 agonist,13%,30%,2%,-12%,-3%,-3%,11%,0%
HEK293 tox,22%,8%,?,31%[activator],-8%,-2%,?,-27%
PI5P4Ka inh,1,?,-96*,-20,-4,5,19,-9

33: CN(C)S(=O)(=O)c1ccc(C(=O)Nc2ccc3c(c2)CCC3)cc1
34: O=C(c1ccc2c(c1)OCO2)N1CCN(c2ncccn2)CC1
35: CCOc1cc(S(=O)(=O)NCCCN2CCOCC2)c(C)cc1C
36: C1CN(CC23CC4CC(CC(C4)C2)C3)CCO1
37: COC(=O)c1ccc2c(c1)NC(=O)CS2
38: Cc1ccc2c(CNC3CCCC3)c(C(=O)O)n(Cc3ccc(F)cc3)c2c1
39: CCOc1ccc(NC(=O)C2CC(=O)N3CCCN=C3S2)cc1 (stereo not drawn)
40: COc1ccc(-c2sc3ccc(N4CCOCC4)cc3c2-c2ccc(O)cc2)cc1

Assay by compound,33,34,35,36,37,38,39,40
PLK1 PBD block,-5%,-13%,1%,-11%,21µM*,nt,-19%,3%
IL-2 act,0.6,-0.5,0.7,0.0,-2.0,nt,-3.2,-0.4
GLP-1R inv ag,?,26%,-16%,0%,19%,19%,22%,?
EPAC1 antag,-24%,-30%,-14%,-4%,-6%,nt,13%,-6%
GLP-1R agonist,11%,-2%,6%,-13%,7%,0%,-10%,2%
PTHR1 agonist,-46%,?,i,i,-19%,i,-3%[57.5 µM],-21%
EPAC1 agonist,10%,-4%,-2%,-7%,-2%,nt,0%,-14%
HEK293 tox,-15%,15%,6%,13%,5%,-6%,-7%,1%
PI5P4Ka inh,-2,1,3,8,-4,nt,-18,2

41: CCCn1c(C(O)c2ccc(OC)cc2)nc2ccccc21 (stereo not drawn)
42: COc1cccc(-c2nc(CS(=O)(=O)CC(=O)Nc3cc(F)ccc3F)c(C)o2)c1
43: CN(CC(=O)N1CCCCCC1)S(=O)(=O)c1ccc(F)cc1
44: Cc1ccc(S(=O)(=O)N2CCC(C(=O)NCc3cccnc3)CC2)cc1
45: NC(=O)c1ccc(NC(=O)Nc2ccc3c(c2)OCO3)cc1
46: COc1ccc(CNC(=O)C2CCN(S(=O)(=O)c3ccc4c(ccn4C)c3)CC2)cc1
47: CCCCNC(=O)c1cn(CC)c2ccc(S(=O)(=O)N3CCCCCC3)cc2c1=O

Assay by compound,41,42,43,44,45,46,47
PLK1 PBD block,-15%,-21%,-5%,1%,-2%,nt,-5%
IL-2 act,0.5,-1.3,1.5,-2.1,-1.9,nt,-1.3
GLP-1R inv ag,?,?,1%,9%,8%,3%,0%
EPAC1 antag,1%,2%,-5%,9%,8%,nt,23%
GLP-1R agonist,2%,9%,6%,24%,4%,1%,-1%
PTHR1 agonist,-28%,-94%&-50%[inhibitor],-5%,?,i,-5%,-7%
EPAC1 agonist,0%,-3%,-2%,5%,12%,nt,-2%
HEK293 tox,5%,-10%&3%,-7%,1%,1%,0%,-10%
PI5P4Ka inh,0,2,-6,nt,-7,nt,0

Bioassay records (PubChem)
